High-throughput results deposited in PubChem BioAssay by several laboratories.
Calb biofilm kill – clotrimazole potentiators killing Candida biofilms, primary screen, with clotrimazole, Alamar Blue | C. albicans biofilm + clotrimazole | actives 0.14% (n = 85,000) | inhibition, % at 6 µM;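 active = inhibition above 20%; inactive = inhibition below 20%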;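 note: preformed 24 hr biofilms exposed to compound for 48 hr; 0% = biofilm without compound and 100% = blank killed by clotrimazole plus chlorhexidine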
HUVEC tox TNFa – cytotoxicity in TNFa-stimulated HUVEC, primary screen, cytotoxicity control for VCAM1 expression modulator project, imaging, Hoechst nuclei count; HUVEC TNFalpha-stimulated, Hoechst cell count; actives 0.17% (n = 93,000); cell count reduction, % at 2 µM;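 active = cell count reduction exceeding the screen mean by over 5 SD, scaled to untreated wells per plate, cut at about 78% in these data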;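 note: cells counted after 24 h of TNF alpha exposure following the 1 h pretreatment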
PTPN22 inh 2 – PTPN22 phosphatase inhibitors, primary screen, biochemical, DiFMUP fluorescence, 2 µM; Tyrosine-protein phosphatase non-receptor type 22 (Homo sapiens), Q9Y2R2; actives 0.21% (n = 96,000); AID 640, 2007; inhibition, % at 2 µM; recombinant LYP catalytic domain;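 active = inhibition at 2 µM at or above a set limit, the screen mean plus 3 SD, cut at about 24% in these data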;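 note: 0% = DMSO with enzyme and 100% = enzyme fully blocked by orthovanadate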
IL1B cytotox – cytotoxicity in IL-1B stimulated HUVEC, primary screen, cytotoxicity control for IL-1B NFkB translocation project, imaging, Hoechst nuclear count, IL-1B stimulus; HUVEC cell count loss; cell count reduction, % at 2 µM; actives 0.41% (n = 94,000);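 active = cell count reduction more than 3 SD above the screen-wide mean, cut at about 70% in these data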;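 note: normalized per plate to untreated control cells as the no-loss baseline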
hDAT+cocaine – changed hDAT dopamine uptake under cocaine IC80, either direction, primary screen, cocaine antagonist project, cell-based, LLC-PK1 hDAT, [14C]-dopamine uptake, MLSMR; Sodium-dependent dopamine transporter (Homo sapiens), Q01959; LLC-PK1 hDAT cells, [14C]-dopamine uptake with cocaine IC80; actives deviate in either direction; B-score at 10 µM; actives 1.3% (n = 110,000);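 active = Z score or B-score, a plate-position-corrected score, falls beyond the plate's 99.7% confidence bounds, in either direction; inactive = both scores lie inside the 99.7% bounds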;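 note: scored against the spread of the other compound wells on the same plate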
Target sequence (Q01959 whole entry, looked up): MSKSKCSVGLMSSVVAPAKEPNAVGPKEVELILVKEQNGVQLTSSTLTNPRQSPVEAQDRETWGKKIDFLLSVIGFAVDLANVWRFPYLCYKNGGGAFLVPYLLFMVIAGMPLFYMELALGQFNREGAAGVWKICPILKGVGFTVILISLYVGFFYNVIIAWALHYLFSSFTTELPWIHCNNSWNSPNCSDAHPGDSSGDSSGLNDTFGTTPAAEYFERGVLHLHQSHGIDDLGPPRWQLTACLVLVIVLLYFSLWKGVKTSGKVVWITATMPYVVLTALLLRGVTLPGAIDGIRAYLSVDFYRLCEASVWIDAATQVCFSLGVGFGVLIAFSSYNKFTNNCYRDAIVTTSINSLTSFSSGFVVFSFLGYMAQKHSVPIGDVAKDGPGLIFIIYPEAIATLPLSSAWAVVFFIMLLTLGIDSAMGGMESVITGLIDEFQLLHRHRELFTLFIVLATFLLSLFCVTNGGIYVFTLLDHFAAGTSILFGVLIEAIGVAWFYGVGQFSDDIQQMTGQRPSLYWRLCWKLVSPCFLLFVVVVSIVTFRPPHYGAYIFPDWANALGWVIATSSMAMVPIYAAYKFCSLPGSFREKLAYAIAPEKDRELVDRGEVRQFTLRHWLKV
MT1-MMP txn act – MT1-MMP promoter reporter activation – cell-based, luciferase luminescence, primary screen. HT1080 MT1-MMP promoter luciferase reporter, overnight; active compounds read high. activation factor at 10 µM. actives 0.16% (n = 86,000);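 active = activation factor of at least 2 for MT1-MMP transcription at 10 µM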
cytoskel mod – modifiers of F-actin cytoskeleton organization, primary screen, imaging, HUVEC, phalloidin staining, high-content imaging; HUVEC TNFa F-actin phalloidin imaging; inhibition, % at 2 µM; actives 0.18% (n = 91,000);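 active = inhibition above the batch mean plus 3 SD and confirmed as a hit by visual image inspection, cut at about 30% in these data, passing the limit was not always enough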; note: strong numbers were not always called active
VCAM1 TNFa inh – inhibitors of TNFa-induced VCAM1 expression, primary screen, imaging, HUVEC, TNFa stimulus, immunofluorescence; actives 0.48% (n = 95,000); HUVEC TNFa-induced VCAM-1 immunofluorescence, high-content imaging; inhibition, % at 2 µM; AID 802, 2007;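 active = inhibition above the batch mean plus 3 SD, with images confirmed as a hit by eye, cut at about 37% in these data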;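 note: 0% = TNF-stimulated DMSO wells and 100% = unstimulated control wells; not every result past the cut was called active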
Smad3 inh – Smad3/FoxH1 peptide binding inhibitors, primary screen, biochemical, TR-FRET | Mothers against decapentaplegic homolog 3 (Homo sapiens), P84022 | TR-FRET Smad3/Dy647-FoxH1 peptide binding, europium anti-His | inhibition, % at 25 µM | actives 0.29% (n = 88,000) | AID 630, 2007;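 active = compounds that reduce the energy-transfer binding signal between the protein and its labelled peptide by more than half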;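 note: 0% = Smad3 plus labelled peptide maximal FRET and 100% = peptide-only background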
Target sequence (P84022 whole entry, looked up): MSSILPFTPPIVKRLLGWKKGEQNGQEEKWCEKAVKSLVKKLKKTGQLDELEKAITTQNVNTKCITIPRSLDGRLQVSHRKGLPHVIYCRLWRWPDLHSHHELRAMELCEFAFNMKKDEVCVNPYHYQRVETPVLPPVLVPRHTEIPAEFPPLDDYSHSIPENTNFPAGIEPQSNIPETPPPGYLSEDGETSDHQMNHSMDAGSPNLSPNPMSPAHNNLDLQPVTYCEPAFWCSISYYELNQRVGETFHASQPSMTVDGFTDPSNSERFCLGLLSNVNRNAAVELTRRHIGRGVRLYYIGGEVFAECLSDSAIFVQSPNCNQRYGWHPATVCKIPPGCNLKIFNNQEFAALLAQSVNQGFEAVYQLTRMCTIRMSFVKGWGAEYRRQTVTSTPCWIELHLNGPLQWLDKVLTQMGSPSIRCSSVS
Numbers without * were called inactive; · = not tested or not shown; [ ] = remark or other dose. Some of the compounds tested (hit frequency here may not be typical).

SMILES	Calb biofilm kill	HUVEC tox TNFa	PTPN22 inh 2	IL1B cytotox	hDAT+cocaine	MT1-MMP txn act	cytoskel mod	VCAM1 TNFa inh	Smad3 inh
CCCc1cc(=O)[nH]c(SCC(=O)NC)n1	8	-14	7	-9	0.00092	1.2	-27	0	-1
O=C(CSc1ncnc2c1oc1ccccc12)N1CCN(c2ccccc2)CC1	6	4	4	-78	0.05	1.2	-6	3	30[fluorescence artefact?]
Cc1cc(C(=O)CSCCCn2c(=O)[nH]c3ccccc32)c(C)n1C	10	-13	6	17	1.1	1.1	17	-1	4
Cc1sc(NC(=O)c2cccs2)c(C(N)=O)c1C	6	-28	-10	3	0.63	1.5	-4	-7	4
CCOc1ccc(C2CC(c3cccc(C)c3)n3nc(N)nc3N2)cc1 (stereo unspecified)	3	·	·	·	0.72	1.1	·	·	4
O=C(NCc1ccco1)c1cc(S(=O)(=O)N2CCCc3ccccc32)ccc1Cl	·	8	4	-3	1.7	·	-7	-24	·
O=C(CS(=O)(=O)Cc1ccccc1)NCc1ccc2c(c1)OCO2	3	-13	-7	-20	-0.24	1.2	1	4	8[fluorescence artefact?]
CC(=O)C1=C(O)C(=O)N(Cc2cccnc2)C1c1ccccc1 (stereo unspecified)	7	16	4	-7	-0.21	1.2	-25	-14	-3
CN1CCNC(=O)C1CC(=O)O (stereo unspecified)	6	0	0	-22	0.28	1.2	12	-19	-9
CCCCn1c(=O)n(CC(O)c2ccccc2)c(=O)c2c1ncn2C1CCCC1 (stereo unspecified)	8	-16	11	-33	1.8	1	-10	-7	5
Cc1ccc(-n2nc3c(c2NC(=O)c2ccccc2Br)CS(=O)C3)cc1 (stereo unspecified)	6	2	-6	4	-1.2	1.1	-8	-4	14
C=CCn1c(CNc2ccccc2)nnc1SCC(=O)N/N=C/c1ccc(O)cc1O	·	-13	6	·	1.1	·	8	-3	·
CN1CCC2(CC1)C1CN(C)CC=C1C(C#N)=C(N)C2(C#N)C#N (stereo unspecified)	7	-12	7	-6	-0.0078	1.1	9	-28	-9
Cc1ccc(S(=O)(=O)NC2(C(F)(F)F)NC(=O)N(C)C2=O)cc1 (stereo unspecified)	5	·	0	-14	-0.42	0.9	-5	-5	5
N#CCc1nc2n(n1)Cc1ccccc1-2	5	-27	9	-17	0.29	1.1	·	-10	-14
Cc1ccc(S(=O)(=O)Nc2ccc(-c3nc4cc(NS(=O)(=O)c5ccc(C)cc5)ccc4o3)cc2)cc1	·	10	8	-2	0.44	·	9	-7	·
Cc1ccc(-c2nnc3sc(CCc4ccccc4)nn23)cc1	9	-8	7	-42	-0.02	1.5	13	3	-4
N#CC1=C(Nc2ccc(Br)cc2)CCC1	3	6	-4	7	-1.5	1.1	·	6	-6
CC(C)Oc1ccc(/C(O)=C2/C(=O)C(=O)N(CCN3CCOCC3)C2c2ccccc2)cc1 (stereo unspecified)	-1	21	-4	26	-0.19	1.2	22	6	7[fluorescence artefact?]
COc1c(O)ccc2cnn(-c3ccccc3C)c(=O)c12	1	-22	3	-9	0.5	1.1	11	-3	-1
CC(=O)CCS(=O)(=O)c1ccc(Oc2ccc(S(=O)(=O)CCC(C)=O)cc2)cc1	7	-18	-7	-35	-1.6	1.1	2	-6	-2
Cn1c(COc2ccccc2)nnc1SCC(=O)Nc1ccc(N2CCOCC2)c(Cl)c1	0	-7	4	-28	0.31	1	9	4	-1
CCCSc1nc(C)c(-c2csc(C(C#N)=C3CCCC3)n2)cc1C#N	5	0	26*	10	-0.47	1.1	-4	-15	-4
O=C(CCNS(=O)(=O)c1ccc(Br)s1)N1CCN(c2ccccc2)CC1	·	-21	-2	-66	-0.48	1.1	·	-5	·
CCOC(=O)/C(C(N)=NCC(C)C)=C(/O)c1ccccc1	9	3	-10	8	-0.75	1.1	-26	12	11

Further compounds.
SMILES	Calb biofilm kill	HUVEC tox TNFa	PTPN22 inh 2	IL1B cytotox	hDAT+cocaine	MT1-MMP txn act	cytoskel mod	VCAM1 TNFa inh	Smad3 inh
CCCOc1ccc(NC(=O)CC2C(=O)N(CC)C(=S)N2Cc2cccs2)cc1 (stereo unspecified)	·	-10	4	2	1.2	·	7	-1	·
COc1cc(C2CC(=O)c3cnc(N4CCN(Cc5ccccc5)CC4)nc3C2)cc(OC)c1OC (stereo unspecified)	3	8	-5	17	0.82	0.6	-5	12	12
CCC(C)NC(=O)C1c2ccccc2C(=O)N1Cc1ccc(OC)cc1OC (stereo unspecified)	5	-1	0	·	-0.069	1.1	-11	4	7
Cc1ccc(S(=O)(=O)c2c(N)n(NC(=O)c3ccccc3C)c3nc4ccccc4nc23)cc1	6	-15	1	-11	-2.3	1.1	1	-8	-10
CC(C)CCNC(=O)CSc1nc2ccccc2c(=O)[nH]1	·	-6	-7	-16	0.67	·	-8	12	·
CC(=O)Nc1cccc(C(=O)OC(C(=O)c2ccc(C)c(C)c2)c2ccccc2)c1 (stereo unspecified)	·	-11	2	-71	1.2	·	20	0	·
Cc1ccc(C(=O)Nc2cccc(C(=O)N3CCOCC3)c2)cc1	7	6	13	-10	0.63	1.3	-22	7	3
CCOc1cc(C)nc(N2CCC(C(=O)Nc3ccccc3OCC)CC2)n1	2	10	-5	-16	0.025	1.1	0	2	11
CCOCCCNc1nc2c(c(=O)n(C)c(=O)n2C)n1CCCc1ccccc1	5	-13	-1	-8	1.7	0.9	-7	-4	17
CC(C)CNC(=S)NC1CC2CCCC(C1)N2Cc1cccs1 (stereo unspecified)	·	-15	6	-14	-0.0079	·	10	16	·
O=S1(=O)CC=C(CSc2nc3ccccc3[nH]2)C1	0	5	4	26	-0.021	1.2	-5	4	16[fluorescence artefact?]
CCN(CC(=O)Nc1ccc(N2CCOCC2)cc1)Cc1nc2ccccc2c(=O)[nH]1	4	9	4	-14	-0.37	1.1	26	10	21[fluorescence artefact?]
COc1ccc(NC(=O)COC(=O)[C@@H]2CCCN2C(=O)c2cccs2)c(OC)c1	·	-10	1	-24	-0.41	·	16	-16	·
CCOC(=O)c1nnn(-c2nc(N3CCCC3)nc(N3CCCC3)n2)c1-c1ccccc1	-1	-36	8	-16	·	1.1	12	-28	-4
Nc1nc(N2CCCCC2)nc2ccccc12	4	-24	0	-7	·	1.2	11	-23	3
O=C(N/N=C\c1ccc(-c2ccccc2[N+](=O)[O-])o1)C1COc2cc3ccccc3cc2O1 (stereo unspecified)	·	-34	-4	-16	0.25	·	10	-10	·
CCS(=O)(=O)n1nc(-c2ccc(Cl)cc2)nc1N	-2	·	·	·	0.042	0.9	·	·	2
COCCn1c(=O)[nH]c2cc(C(=O)NCC3CCCO3)ccc2c1=O (stereo unspecified)	-1	4	-7	7	-0.67	1.2	6	5	16[fluorescence artefact?]
O=[N+]([O-])c1ccc(N2CCN(CCOc3nonc3-c3ccccc3)CC2)c(Cl)c1	·	-19	11	-12	0.017	·	22	2	·
CCCCOC(=O)c1ccc(NC(=O)C(CCS(C)(=O)=O)NC(C)=O)cc1 (stereo unspecified)	3	-45	6	11	-0.87	1	11	-39	3
CCC(C)(C)n1nnnc1C(c1cc2ccc(OC)cc2[nH]c1=O)N1CCN(C2CCCCC2)CC1 (stereo unspecified)	-5	0	-14	-11	0.016	1.1	-4	-12	-4
Cc1ccccc1NC(=O)Cc1ccccc1	-1	·	0	-39	0.061	1.2	2	-20	-6
CCOc1ccc(N(CC(=O)NC2CCCCC2)S(=O)(=O)c2c(C)noc2C)cc1	3	-26	-2	-22	-0.33	·	11	19	-3
Cc1cccc(OCCSc2ncnc3nc[nH]c23)c1	6	0	-6	-7	-0.51	1	6	0	7
C=CCn1c(C)cc(C(=O)CSc2nnc(NCc3ccccc3)s2)c1C	5	0	4	15	·	1.3	2	20	6

Quoted at random: seven entries already listed.
SMILES	Calb biofilm kill	HUVEC tox TNFa	PTPN22 inh 2	IL1B cytotox	hDAT+cocaine	MT1-MMP txn act	cytoskel mod	VCAM1 TNFa inh	Smad3 inh
CC(C)CCNC(=O)CSc1nc2ccccc2c(=O)[nH]1	·	-6	-7	-16	0.67	·	-8	12	·
O=C(N/N=C\c1ccc(-c2ccccc2[N+](=O)[O-])o1)C1COc2cc3ccccc3cc2O1 (stereo unspecified)	·	-34	-4	-16	0.25	·	10	-10	·
Cc1cccc(OCCSc2ncnc3nc[nH]c23)c1	6	0	-6	-7	-0.51	1	6	0	7
CCCCOC(=O)c1ccc(NC(=O)C(CCS(C)(=O)=O)NC(C)=O)cc1 (stereo unspecified)	3	-45	6	11	-0.87	1	11	-39	3
CCN(CC(=O)Nc1ccc(N2CCOCC2)cc1)Cc1nc2ccccc2c(=O)[nH]1	4	9	4	-14	-0.37	1.1	26	10	21[fluorescence artefact?]
COc1cc(C2CC(=O)c3cnc(N4CCN(Cc5ccccc5)CC4)nc3C2)cc(OC)c1OC (stereo unspecified)	3	8	-5	17	0.82	0.6	-5	12	12
Nc1nc(N2CCCCC2)nc2ccccc12	4	-24	0	-7	·	1.2	11	-23	3

Carrying on.
SMILES	Calb biofilm kill	HUVEC tox TNFa	PTPN22 inh 2	IL1B cytotox	hDAT+cocaine	MT1-MMP txn act	cytoskel mod	VCAM1 TNFa inh	Smad3 inh
O=C(NCc1ccco1)c1ccc(Cn2c(=O)c3ccccc3n(Cc3cccc(Cl)c3)c2=O)cc1	-4	-26	-7	·	-0.012	1.1	4	2	-12[fluorescence artefact?]
Cc1ccc2c3c(c(SCC(=O)Nc4nonc4C)nc2c1)CCCC3	4	·	·	·	0.79	1.1	·	·	-2[fluorescence artefact?]
COc1cc(NC(=O)Cc2cccs2)cc(OC)c1	-6	·	6	-24	-0.44	1.1	·	·	-8
CCc1ccc(C(=O)COC(=O)c2ccc(-c3nnc(-c4ccccc4)o3)cc2)cc1	·	-18	-1	12	0.022	·	8	8	·
CN(C)S(=O)(=O)c1cccc(CSc2cccc[n+]2[O-])c1	-4	-7	4	-6	-1.2	1.1	-27	15	0
COc1ccc(-c2noc(-c3ccccc3Cl)n2)cc1OC	10	5	-4	-16	-0.24	1.7	1	-8	-5
O=C(NCCCN1CCOCC1)c1cc(-c2ccc(Cl)cc2)on1	7	-15	-23	-4	1	1.1	8	4	3
Cc1ccc2c(C)nc(Nc3nc(CSc4nnnn4-c4ccccc4)cc(=O)[nH]3)nc2c1	5	·	·	·	1.2	0.8	·	·	5[fluorescence artefact?]
CCOc1ccc(NC(=O)CN2CC(c3ccccc3)CC2=O)cc1 (stereo unspecified)	8	-32	-10	-65	1.2	·	1	18	5
